# Assay outcomes as filed in PubChem.
# D3 ag: activates the human D3 dopamine receptor; P35462; D3R DiscoveRx beta-arrestin cells, luminescence, 90 min; max activation, %; hit rate 0.58% among 410,000; in the data active means max activation above about 30%; further: 0% is about no effect; mostly tested at two doses, the higher about 12 µM
#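 Cells at 1500/well, incubated overnight, then treated with pinned compounds (dopamine as control) for 90 min at 37 degrees C. DiscoveRx reagent added for 30 - 60 minutes at room temperature; luminescence read.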
# WRN helicase inh: blocks human WRN helicase; AID 651768; hit rate 0.46% among 360,000; Q14191; WRN helicase unwinding, fluorescent forked duplex, kinetic; Potency, µM (titrated, usually from 114 µM), for inactives: top-dose activity change, negative = inhibition, usual class: inhibitors; further: potency means the concentration at half of the fitted maximal effect; on the % scale 0 is the no-effect control and ±100 the full control effect; nearly all actives have a fitted effect of over 55% in size
# Target sequence (Q14191 whole entry, looked up): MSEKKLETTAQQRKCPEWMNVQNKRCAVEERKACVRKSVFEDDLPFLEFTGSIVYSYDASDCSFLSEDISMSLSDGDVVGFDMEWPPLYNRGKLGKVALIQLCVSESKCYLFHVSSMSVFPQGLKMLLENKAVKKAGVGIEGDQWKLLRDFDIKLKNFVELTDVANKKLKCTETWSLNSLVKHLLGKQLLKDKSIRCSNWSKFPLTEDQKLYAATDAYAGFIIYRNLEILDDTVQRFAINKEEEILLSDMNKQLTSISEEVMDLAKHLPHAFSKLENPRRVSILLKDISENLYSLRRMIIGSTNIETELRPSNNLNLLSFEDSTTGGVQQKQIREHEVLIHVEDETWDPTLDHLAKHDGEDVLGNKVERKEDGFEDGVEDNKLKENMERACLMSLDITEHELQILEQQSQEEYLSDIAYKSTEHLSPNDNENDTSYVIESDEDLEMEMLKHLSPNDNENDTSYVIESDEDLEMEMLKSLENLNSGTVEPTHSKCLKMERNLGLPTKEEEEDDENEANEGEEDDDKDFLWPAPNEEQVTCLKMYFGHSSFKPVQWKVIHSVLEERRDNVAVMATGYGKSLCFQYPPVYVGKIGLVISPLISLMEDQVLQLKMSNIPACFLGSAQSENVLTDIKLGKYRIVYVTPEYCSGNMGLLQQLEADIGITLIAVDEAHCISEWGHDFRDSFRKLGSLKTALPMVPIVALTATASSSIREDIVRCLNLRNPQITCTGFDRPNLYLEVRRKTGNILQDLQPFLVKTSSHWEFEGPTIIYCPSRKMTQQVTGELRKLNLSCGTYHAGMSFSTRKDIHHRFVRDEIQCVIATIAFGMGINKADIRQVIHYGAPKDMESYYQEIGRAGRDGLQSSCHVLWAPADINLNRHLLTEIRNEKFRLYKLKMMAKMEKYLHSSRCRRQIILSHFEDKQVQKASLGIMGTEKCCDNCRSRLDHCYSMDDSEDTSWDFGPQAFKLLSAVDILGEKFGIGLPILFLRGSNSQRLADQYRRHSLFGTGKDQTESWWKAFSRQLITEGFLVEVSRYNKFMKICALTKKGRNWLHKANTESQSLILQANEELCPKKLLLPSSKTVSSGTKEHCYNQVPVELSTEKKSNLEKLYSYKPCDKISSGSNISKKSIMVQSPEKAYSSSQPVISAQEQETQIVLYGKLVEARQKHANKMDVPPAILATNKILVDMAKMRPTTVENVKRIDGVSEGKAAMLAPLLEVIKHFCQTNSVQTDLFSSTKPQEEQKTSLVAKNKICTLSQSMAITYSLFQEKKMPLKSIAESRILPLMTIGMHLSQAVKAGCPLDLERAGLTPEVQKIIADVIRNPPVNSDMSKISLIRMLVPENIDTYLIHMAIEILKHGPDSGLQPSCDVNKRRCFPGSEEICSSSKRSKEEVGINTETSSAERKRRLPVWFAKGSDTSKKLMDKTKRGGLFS
#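 Screening of the MLSMR collection measured strand separation of a quenched forked DNA duplex (100 nM) by 20 nM WRN with 2 mM ATP, all final. Compounds were preincubated with enzyme 15 min at room temperature.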
# GLP-1R inv ag: acts as inverse agonist at human GLP-1 receptor | P43220 | HEK293 GLP-1R CRE-luciferase, luminescence, 24 h; GLP-1R form is constitutively active | Potency, µM (doses to about 38.3 µM), for the others: at the highest dose activity change, negative = inhibition, most hits filed as inhibitors | hit rate 1.6% among 410,000; further: potency means the concentration at half of the fitted maximal effect; on the % scale 0 is the no-effect control and ±100 the full control effect; nearly all actives have a fitted effect of over 55% in size
#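 qHTS in 1536-well format: reporter HEK293 cells expressing constitutive GLP-1R activity in DMEM + 10% Nu serum, 24 hr with compounds at 37 deg C, luminescence read after 12 min with detection reagent.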
# GLP1R cytotox: cytotoxicity in counter-screen for GLP-1R inverse agonists; HEK293 cAMP-luciferase reporter cells, luminescence, 24 h; Potency, µM (doses to about 38.3 µM), for the others: at the top dose activity change, negative = inhibition, most hits filed as inhibitors; hit rate 0.13% among 410,000; AID 624418;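 further: loss of luciferase light is scored as toxicity; potency means the concentration at half of the fitted maximal effect; on the % scale 0 is the no-effect control and ±100 the full control effect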
#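 To flag toxic compounds, the library was rerun on cells for 24 hr at 37 deg C and 5% CO2. Viability-linked luminescence was captured 12 min after adding luciferase detection reagent.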
# PLK1 PBD inh: blocks phosphopeptide binding to human PLK1 polo-box domain; P53350; Plk1 PBD binding of FITC phosphopeptide, fluorescence polarization; Potency, µM, for inactives: max response, negative = inhibition, actives largely listed as inhibitors; hit rate 2.8% among 360,000; AID 720504; further: potency means the concentration at half of the fitted maximal effect; series mostly up to about 57 µM; on the % scale 0 is the no-effect control and ±100 the full control effect; nearly all actives have a fitted effect of over 65% in size
# GLP1R ag: agonists of human GLP-1 receptor; P43220; HEK293 GLP-1R CRE-luciferase, luminescence, 4-6 h; cells express a hypersensitive GLP-1R form; Potency, µM (doses to about 45.6 µM), for the others: top-dose activation, actives largely listed as activators; hit rate 0.007% among 380,000; AID 624172; further: potency means the concentration at half of the fitted maximal effect; % of control where 0% means no effect
# PI5P4K alpha inh: inhibitors of human PI5P4K alpha. P48426. PI5P4Kalpha enzyme, ADP-Glo luminescence, 60 min; hits give low values. max response, %. hit rate 1.2% among 330,000. AID 652105; active means max response of -50% or lower; inconclusive means between -30% and -50%; inactive means -30% or higher; further: value at the top dose of about 77 µM; on the % scale 0 is the no-effect control and ±100 the full control effect
#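 PI5P4Kalpha ADP-Glo assay; 5 microM ATP final; 60 min RT reaction; HEPES pH 7.4/EGTA/CHAPS, 5% DMSO; controls lacking substrate or enzyme; luminescent end-point.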
# IL-2 act: activates IL-2 in a cell-based reporter assay; hit rate 0.065% among 360,000; IL-2 activation reporter assay, cell-based qHTS; stimulated with anti-CD3/CD4/CD28 beads; in transgenic mouse T cells; activation, % (series mostly up to about 46 µM); AID 652025; in the data active means activation above about 50%; inconclusive means mostly about 30% to 49%; further: 0% is about no effect
#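 Readout is EGFP and DsRed signal by fluorescent plate cytometry after 18 h at 37 degrees C. Transgenic mouse T cells (750/well) received compound for 60 min before bead stimulation (anti-CD3, anti-CD4, anti-CD28); memory T cells served as non-tolerant control.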
# D3 antag: blocks the human D3 dopamine receptor; D3R cells, DiscoveRx beta-arrestin luminescence, antagonist mode; hits give low values; hit rate 2.5% among 360,000; max response, negative = inhibition, %; P35462; AID 652054; in the data active means max response below about -50%; inconclusive means no clear call, values can overlap the other calls; further: on the % scale 0 is the no-effect control and ±100 the full control effect; mostly tested at two doses, the higher about 12 µM
#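 Cells expressing the human receptor were seeded at 1500 cells/well, incubated overnight at 37 degrees C in 5% CO2, then exposed to library compounds with dopamine controls for 90 minutes at 37 degrees C before luminescent detection.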
# * = called active by the depositor; ? = inconclusive; · = not tested or not shown; & = joins results of further samples; [ ] = dose if it differs, or a comment. Unless noted, the call rests on the fitted dose curve; in most records, active means well fitted curve in the direction sought with a large enough effect; inconclusive means small, poorly fitted or top-dose-only effect, or another doubt; inactive means no such curve, though single readings can be large; an effect the other way counts as inactive or inconclusive.
SMILES,D3 ag,WRN helicase inh,GLP-1R inv ag,GLP1R cytotox,PLK1 PBD inh,GLP1R ag,PI5P4K alpha inh,IL-2 act,D3 antag
Cc1cc(=O)n2[nH]c(Nc3cccc(Cl)c3)nc2n1,-10,-4%,89%[activator],-2%,2%,-3%,-15,4.0,-23
CCOc1ccccc1C(c1c(O)nc(SC)[nH]c1=O)c1c(O)nc(SC)[nH]c1=O,6,-14%,19%,7%,-25%,-1%,?,0.4,8
CCOC(=O)N1CCC2CC1c1cc(-c3cccc(OC)c3)ccc12 (centres undefined),3,-7%,?,1%,-14%,-3%,8,-0.4,-2
Cc1ccc(-n2c(C)nc3c(cnn3-c3ccc(F)cc3)c2=O)cc1C,0,-1%,-25%,-2%,0%,-14%,-3,0.3,?
CCOc1ccc(NC(=O)N2CC(C)OC(C)C2)cc1 (centres undefined),1,18%,2%,-7%,-5%,-2%,-10,0.3,-3
O=C(c1ccc(Cl)cc1)N1CCCC(c2ccccc2)=N1,3,-4%,22%,-6%,-8%,9%,·,-2.7,-23
CCOC(=O)N1CC=C2C(C#N)=C(N)C(C#N)(C#N)[C@H](c3ccc(OCC)c(OCC)c3)[C@H]2C1,1,0%,-2%,-7%,-4%,2%,·,-3.1,8
O=C1c2cc([N+](=O)[O-])ccc2-c2cc(Cl)c(NC(=O)C(F)(F)F)cc21,-8,-4%,-1%,10%,1%,-1%,17,-1.4,-5
COC(=O)c1c(C)oc(C)c1S(=O)(=O)N1CCOCC1,1,-5%,-23%,5%,-6%,7%,2,-0.3,16
O=C(Nc1ccncc1)c1cc(S(=O)(=O)N2CCOCC2)ccc1Cl,5,-3%,5%,28%,-9%,0%,-3,-0.4,-4
Cc1cc(C)c2cc(C#N)c(NCCCNC(=O)CCC(=O)O)nc2c1,2,7%,0%,86%[activator],-6%,4%,·,-3.4,22
COc1cccc(C2C(C(C)=O)=C(O)C(=O)N2Cc2ccco2)c1 (centres undefined),2,-1%,-5%,-7%,24µM*,-11%,3,3.1,-1
CN(C)c1ccc(C(=O)Nc2nnc(-c3ccc(Cl)cc3)o2)cc1,-14,6%,10%,2%,-6%,0%,4,-0.3,24
CCC(C)NC(=O)c1cn(CC)c2ccc(S(=O)(=O)N3CCc4ccccc4C3)cc2c1=O (centres undefined),-1,·,?,-10%,·,0%,·,·,·
Cc1ccccc1NC(=O)NNC(=O)CCc1ccccc1,0,3%,-8%,-4%,-2%,-1%,0,-2.0,11
C#CCSc1n[nH]c(-c2ccco2)n1,1,1%,10%,-34%,-6%,2%,3,-1.5,0
CC(C)C(=O)Nc1ccc(N2CCCC2)cc1,2,-1%,-1%,-3%,-3%,0%,2,-0.3,4
Cc1ccccc1NS(=O)(=O)c1ccc(C(=O)N2CC(C)OC(C)C2)cc1 (centres undefined),-4,-5%,-13%,2%,-5%,2%,4,0.0,-17
COc1cc(CNCCc2ccccc2F)ccc1OCC(=O)N1CCCCC1,-6,-9%[57.1 µM],-28%,-16%,3%,0%,-1,-3.6,-6
CCN(CC)CCCNC(=O)c1cn(CC)c2ccc(S(=O)(=O)N3CCC(C)CC3)cc2c1=O,-5,·,-13%,-7%,·,-2%,·,·,·
CCOC(=O)c1nnn2c1nc(N(CC)CC)c1ccccc12,25,3%,35%[activator],?,-5%,13%,-4,-2.6,-7
CCOC(=O)Cc1csc(NC(NC(=O)OCC)(C(=O)OCC)C(F)(F)F)n1 (centres undefined),-4,4%,3%,12%,-6%,-18%,11,-0.3,-16
CC(C)c1csc(CN2CCN(CCc3ccccc3)C(CCO)C2)n1 (centres undefined),1,1%,-24%,-6%,-3%,11%,1,0.2,-19
Cn1c(=O)c2ccccc2n(Cc2ccccc2F)c1=O,-2,-2%,-6%,-3%,-8%,6%,·,-3.4,7
COC(=O)/C=C/c1ccc2c(c1)S(=O)(=O)N(c1cccc(OC)c1)[C@H]2CC(=O)OC,5,1%,18%,1%,-13%,19%,-1,-0.2,7
COc1cccc(NC(=O)N2CCCC2C(=O)NC(C)C)c1 (centres undefined),-1,4%,-1%,-8%,-6%,-3%,1,16,3
O=c1c2ccccc2nc2n1C(CBr)CN2 (centres undefined),1,10%,9%,5%,-22%,1%,-5,-0.9,6
CC(NC(=O)c1cc2ccccc2oc1=O)c1ccccc1 (centres undefined),3,-1%,14%,4%,-3%,20%,1,1.4,17
Cc1ccc(N(CC(=O)N2CC(=O)Nc3ccccc32)S(=O)(=O)c2ccc3c(c2)OCCO3)cc1,1,-4%[11.6 µM],1%,1%,-6%&3%,3%,·,1.7,-8
CNC(=S)Nc1ccc(C(N)=O)cc1,7,-3%,32%[activator],1%,-4%,0%,-3,0.3,18
N/C(=N\OC(=O)CCCOc1ccc(Cl)cc1Cl)c1ccccn1,2,-8%,-3%[7.66 µM],-2%[7.66 µM],7%,0%,1,1.2,9
O=C1/C(=C/c2cccs2)Cc2ccccc21,-1,3%,4%,2%,-7%,0%,4,0.9,-5
COc1ccc2[nH]c3c(c2c1)CCN1C(=O)C(CC(=O)NCCCn2ccnc2)C[C@H](C(=O)N2CCCCC2)[C@@]31C (some centres undefined),2,-1%,15%,1%,-4%,0%,-4,0.1,-4
CC(OC(=O)C1=NNC(=O)CC1)C(=O)Nc1ncc(Cl)cc1Cl (centres undefined),1,6%,18%,18%,-14%,5%,-2,0.7,-8
CC1=Nc2cc(C(=O)N3CCCCC3)ccc2Sc2ccc(C)cc21,4&-4,5%,?,-1%&-2%,-27%,4%&1%,-8,-2.0,1
CC1CCc2sc(C(=O)N/N=C/c3ccc([N+](=O)[O-])cc3)cc2C1 (centres undefined),2,-4%,2%,-23%,-15%,2%,-1,-0.3,5
COc1ccc(C(=O)NC(=S)NNC(=O)c2ccccc2C)cc1,4,-17%,-22%,-8%,?,-16%,-26,-0.4,9
CCc1nc2ccccc2c(C(=O)OCCN2C(=O)c3ccccc3C2=O)c1C,8,-2%,2%,8%,-5%,29%,14,-0.9,19
C=CCn1c(NC(=O)CC)c(C(=O)OCC)sc1=S,1,-11%,1%,-7%,?,-11%,-9,-3.1,-11
CCn1c(Cc2cccn2C)nnc1SCC(=O)c1ccc(C)cc1,-9,1%,?,4%,-24%,8%,-12,0.5,-2
O=C(COC(=O)c1cnccn1)c1ccc(C2CCCCC2)cc1,4,12%,29%,16%,-4%,14%,-3,-0.7,-13
Cc1csc(=O)n1CCC(=O)N(C)Cc1c(F)cccc1Cl,0,3%,4%,-8%,4%,9%,-2,-0.4,14
CC(C(=O)Nc1ccccc1)c1ccc(-c2ccccc2)c(F)c1 (centres undefined),5,-4%,-10%,5%,-7%,-13%,-5,-0.4,-24
CCn1c(-c2ccccc2)c[nH]c1=S,3,-13%,-15%,-24%,-3%,1%,-5,0.6,-8
CC(=O)N[C@@H](CS)C(=O)O,0&8,3%,4%,6%,-21%,?,3,-0.1,-25
CC(C)CC1(C)N=C(c2ccccc2)C(=S)N1 (centres undefined),0,0%,?,4%,0%,2%,-6,-3.3,5
Cc1c(NC(=O)c2ccc(F)c(S(=O)(=O)N3CCOCC3)c2)c(=O)n(-c2ccccc2)n1C,11,7%,7%,-17%,-2%,0%,3,0.1,11
Cc1ccc(C(C(=O)NC2CCCCC2)N(Cc2cccnc2)C(=O)c2csnn2)cc1 (centres undefined),0,-29%,-3%,9%,-8%,2%,0,-1.3,-1
CCOC(=O)CC(NS(=O)(=O)c1ccc(OC)c(OC)c1)c1cccc([N+](=O)[O-])c1 (centres undefined),6,-21%[57.1 µM],21%,-6%,-3%,-3%,-7,4.7,15
COc1cccc(NC(=S)N(CCCN2CCOCC2)C(C)c2cc3cccc(OC)c3o2)c1 (centres undefined),-15,1%,-27%,-2%,-4%,-7%,2,0.3,-12

# Brought forward from above: five compounds, followed by the next part.
SMILES,D3 ag,WRN helicase inh,GLP-1R inv ag,GLP1R cytotox,PLK1 PBD inh,GLP1R ag,PI5P4K alpha inh,IL-2 act,D3 antag
CC(C)CC1(C)N=C(c2ccccc2)C(=S)N1 (centres undefined),0,0%,?,4%,0%,2%,-6,-3.3,5
Cc1c(NC(=O)c2ccc(F)c(S(=O)(=O)N3CCOCC3)c2)c(=O)n(-c2ccccc2)n1C,11,7%,7%,-17%,-2%,0%,3,0.1,11
Cc1ccc(C(C(=O)NC2CCCCC2)N(Cc2cccnc2)C(=O)c2csnn2)cc1 (centres undefined),0,-29%,-3%,9%,-8%,2%,0,-1.3,-1
CCOC(=O)CC(NS(=O)(=O)c1ccc(OC)c(OC)c1)c1cccc([N+](=O)[O-])c1 (centres undefined),6,-21%[57.1 µM],21%,-6%,-3%,-3%,-7,4.7,15
COc1cccc(NC(=S)N(CCCN2CCOCC2)C(C)c2cc3cccc(OC)c3o2)c1 (centres undefined),-15,1%,-27%,-2%,-4%,-7%,2,0.3,-12
O=C(N/N=C/c1ccoc1)c1ccccc1,-2,-20%,1%,5%,-8%,1%,?,-2.4,4
NC(=O)CN1CCOCCOCCN(CC(N)=O)CCOCC1,12,-2%,-9%,8%,-6%,-6%,·,-1.3,-12
CC1CCCCC1NC(=O)COC(=O)c1ccc2ncsc2c1 (centres undefined),2,1%,7%,1%,-1%,21%,-3,-0.5,-2
CC(C)N(Cc1cc2ccccc2[nH]c1=O)C(=O)c1cccnc1,-6,0%,-6%,1%,-11%,-11%,2,0.4,-24
COc1ccc(/C=C/c2nnc(NC(=O)C(C)C)s2)cc1,14,0%,5%,-6%,5%,6%,-2,-1.1,10
O=c1c(OC2OC(CO)C(O)C(O)C2O)c(-c2ccc(O)c(O)c2)oc2cc(O)cc(O)c12 (centres undefined),16,-4%[11.6 µM],18%,-13%,3%,3%,-4,0.4,10
Cc1ccc(Nc2nc3ccccc3n3cnnc23)cc1C,4,-1%,31%[activator],0%,1%,17%,3,0.1,1
O=C(c1cc(-c2ccccc2)on1)N1CCN(Cc2ccc3c(c2)OCO3)CC1,-31,-16%,?,2%,-6%,1%,·,0.7,?
Cc1nn(-c2ncc(C(F)(F)F)cc2Cl)c(=O)n1-c1c(F)cccc1F,-4,0%,-8%,2%,3%,-1%,2,0.2,34
